Bioassay records deposited in PubChem by several laboratories.
Yfh1-off respiration = mitochondrial function rescue without frataxin homolog – Friedreich's ataxia, plus single-dose screen, dose response (AID 1465) | S. cerevisiae Yfh1-off respiration, WST-1 reduction, 72 h; higher fold induction means a stronger effect | fold induction at 50 µM, or EC50 in µM where a hit was titrated | 220,000 compounds, 0.074% hits;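 active means fold induction of absorbance versus untreated yeast above a set limit, then at least 30% activation at any dose in follow-up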;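 further: activators that raise dye reduction in frataxin-depleted yeast; strong numbers were not always called active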
Autophagy mod = modulators of autophagy; MEF GFP-LC3 puncta imaging; test concentration mostly 10 µM; 190,000 compounds, 0.98% hits; calls only at 10 µM (by protocol);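 active means percentage of spot-positive cells more than 3 SD above its plate mean, without a fluorescence outlier flag or 80% toxicity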;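 further: spot-positive cell cutoff set from DMSO-treated cells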
bCat nuc transl = beta-catenin nuclear translocation modulation. HeLa beta-catenin nuclear translocation, immunofluorescence imaging. AID 1665. nuclear translocation activity, % at 5 µM. 190,000 compounds, 0.3% hits;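 active means nuclear translocation activity above 50% at 5 µM, with a well cell count of 50 or more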;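 further: per-cell ratio of nuclear to cytoplasmic median beta-catenin stain intensity; plate controls were DMSO negative control for no effect and GSK-3 inhibitor IX positive control for full effect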
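Test system: human HeLa cells, endogenous beta-catenin. Times: 24 h compound exposure, 37°C. Measured by: beta-catenin immunofluorescence imaging with DAPI.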
M17LAP inhibition = P. falciparum M17LAP inhibitors, primary screen, biochemical, fluorogenic H-Leu-NHMec substrate, 1536-well (AID 1619) | recombinant M17LAP, H-Leu-NHMec fluorogenic kinetic assay; higher % means a stronger effect | inhibition, % at 30 µM; hits with a dose series show IC50 in µM | 220,000 compounds, 0.38% hits;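 active means compound inhibiting the enzyme by more than half at any dose during confirmatory dose-response retesting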;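 further: plate controls were full reaction with DMSO carrier for no effect and no enzyme background for full effect; strong numbers were not always called active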
Dynein transport = blocks dynein driven cargo transport along microtubules; z-score, hits read low; AID 1381; 220,000 compounds, 0.47% hits; 3617.4 mouse cells, GR-EGFP nuclear translocation imaging; test concentration mostly 20 µM; stimulated with dexamethasone, 1 µM; active compounds read low;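 active means plate z-score of nuclear minus cytoplasmic receptor signal below a set negative limit, without overly bright fluorescence or cell loss, cut at about -3.5 in these data, passing the limit was not always enough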;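 further: z-score of nuclear minus cytoplasmic ring GR-EGFP intensity difference per well; some compounds called inactive have numbers as strong as hits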
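Schedule: 48 h induction, then 1 h compound, then 30 min agonist, 37 °C. Buffer or medium: tetracycline-free induction medium containing charcoal-stripped FBS. Reagent: 1.0 µM final dexamethasone stimulus. Evaluation: nuclear versus cytoplasmic GR-EGFP signal, averaged per well. Signal: high-content fluorescence imaging after fixation.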
T cell modulator = T cell immune modulation candidate; 330,000 compounds, 0.068% hits; 2C CD8+ T cell-vesicle binding, flow cytometry; active compounds read low; calls only at 7 µM; AID 2052;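 active means response, share of CD8 T cells binding vesicles, and their 90th percentile fluorescence all below set limits, cut at about 80% in these data, passing the limit was not always enough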
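Incubation: binding step 1.5 h, 37 °C, antibody labelling 20 min, ice; system: murine 2C transgenic CD8+ T lymphocytes; technique: cytometric PE anti-B7-1 and Alexa647 anti-CD8 signals after 1% paraformaldehyde fixation; also added: QL9-charged Drosophila Ld/ICAM-1/B7-1 vesicles; control set: naked versus QL9-loaded vesicles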
MT stabilize HCS = stabilizes microtubules in HeLa cells; HeLa tubulin immunostaining HCS, 24 h; share of cells brighter than vehicle mean+2SD; % tubulin-high responders, % at 10 µM; 200,000 compounds, 0.83% hits; AID 2205;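 active means plate Z-score above 3 for both tubulin-high and condensed-nucleus cell shares, with cell loss under 80%, at 10 µM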;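 further: anti alpha tubulin signal scored within the nucleus-defined area of each cell; some results filed as inactive read as strong as hits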
WT yeast gro inh = growth inhibition of WT yeast, mitochondrial fusion screen; mitochondrial fusion phenotypic screen, WT strain; AID 1362; inhibition, % at 10 µM; 190,000 compounds, 2.1% hits; in the data active means inhibition above about 58%; tested in S. cerevisiae
P. falciparum M1AAP = malaria alanyl aminopeptidase activity blockers – biochemical, fluorogenic H-Leu-NHMec substrate, 1536-well (AID 1445); recombinant M1AAP, H-Leu-NHMec fluorogenic kinetic assay; higher % means a stronger effect; one-dose inhibition, % at 30 µM; IC50 in µM for titrated hits; 220,000 compounds, 0.42% hits;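 active means primary inhibition above the hit cutoff, then over 50% inhibition at one or more dose response concentrations, cut at about 23% in these data, passing the limit was not always enough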;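 further: plate controls were DMSO full reaction for no effect and no enzyme background for full effect; strong numbers were not always called active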
WT yeast gro inh mutant strain = further read-out of WT yeast gro inh, marked with its call; inhibition, %; mitochondrial fusion phenotypic screen, mutant strain inhibition
Dynein transport cytoplasmic EGFP = recorded beside Dynein transport, whose call it bears; z-score; measured here: cytoplasmic GR-EGFP intensity; active compounds read high
Dynein transport nuclear GR-EGFP = further read-out of Dynein transport, marked with its call; z-score; measured here: nuclear GR-EGFP intensity;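 lower value marks the stronger effect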
Dynein transport cell count = further read-out of Dynein transport, marked with its call; z-score; measured here: cell count per field
bCat nuc transl cell count 5 µM = further read-out of bCat nuc transl, marked with its call; cell count; measured here: cell count, cytotoxicity flag
T cell modulator vesicle-bound % = recorded beside T cell modulator, whose call it bears; double positive events, %; measured here: CD8+ vesicle-bound cell fraction;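 binding gate set so that unloaded-vesicle control wells show 10% double positive cells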
MT stabilize HCS Hoechst-high % = second read-out of MT stabilize HCS, no call of its own (marks repeat the call); % Hoechst-high responders; measured here: nuclear condensation Hoechst responders;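 share of cells brighter than vehicle mean plus two SD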
MT stabilize HCS cytotoxicity % = recorded beside MT stabilize HCS, whose call it bears; toxicity, %; measured here: cytotoxicity by cell density;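 0% = mean cell density of plate MIN control wells and 100% = no cells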
Autophagy mod cell loss 18 h = recorded beside Autophagy mod, whose call it bears; toxicity, %; measured here: cell loss, nuclei count;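 cell loss after 18 h compound exposure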
Numbers without * were called inactive; i = inactive; nt = not tested or not shown; + = active, no number.

The first 2 records, to show the layout:
SMILES	Yfh1-off respiration	Autophagy mod	Autophagy mod cell loss 18 h	bCat nuc transl	bCat nuc transl cell count 5 µM	M17LAP inhibition	Dynein transport	Dynein transport cytoplasmic EGFP	Dynein transport nuclear GR-EGFP	Dynein transport cell count	T cell modulator	T cell modulator vesicle-bound %	MT stabilize HCS	MT stabilize HCS Hoechst-high %	MT stabilize HCS cytotoxicity %	WT yeast gro inh	WT yeast gro inh mutant strain	P. falciparum M1AAP
COC(=O)c1ccccc1NC(=O)c1cccc(NC(=O)c2ccc(Br)o2)c1C	i	i	0	0.2	866	7%	0.2	-0.28	0.41	-0.73	i	35	3.8	1.0	24	28	23	15%
CC1=NN(c2ccc(C(=O)O)c(N)c2)C(=O)C1	i	i	8	-1.4	1051	24%	-0.049	-0.34	0.34	-0.29	i	60	2.7	2.3	3.7	-7	-8	10%

The listing, from the start:
SMILES	Yfh1-off respiration	Autophagy mod	Autophagy mod cell loss 18 h	bCat nuc transl	bCat nuc transl cell count 5 µM	M17LAP inhibition	Dynein transport	Dynein transport cytoplasmic EGFP	Dynein transport nuclear GR-EGFP	Dynein transport cell count	T cell modulator	T cell modulator vesicle-bound %	MT stabilize HCS	MT stabilize HCS Hoechst-high %	MT stabilize HCS cytotoxicity %	WT yeast gro inh	WT yeast gro inh mutant strain	P. falciparum M1AAP
COC(=O)c1ccccc1NC(=O)c1cccc(NC(=O)c2ccc(Br)o2)c1C	i	i	0	0.2	866	7%	0.2	-0.28	0.41	-0.73	i	35	3.8	1.0	24	28	23	15%
CC1=NN(c2ccc(C(=O)O)c(N)c2)C(=O)C1	i	i	8	-1.4	1051	24%	-0.049	-0.34	0.34	-0.29	i	60	2.7	2.3	3.7	-7	-8	10%
CCOc1ccc(N(CC(=O)NCC2CCCO2)C(=O)CCC(=O)Nc2ccccn2)cc1 (stereo unspecified)	i	i	-2	-1.4	1260	5%	0.94	0.08	0.89	-0.19	i	23	3.2	2.7	4.8	-12	-1	2%
C=CCSc1nc(N)c(C(=O)Nc2ccccc2C)cc1C(N)=O	i	i	4	nt	nt	4%	-0.28	-0.2	-0.5	-0.78	i	3	3.1	1.7	4.1	9	19	5%
N=c1c2c(n(Cc3ccccc3)c3c1CCC3)CCC2	i	i	-9	-3.5	849	-4%	0.13	-0.21	-0.088	-0.84	i	23	2.4	1.5	2.4	71*	38*	-3%
CCOC(=O)/C(C#N)=C/c1ccc(OCC(=O)Nc2cc(C)ccc2C)c(OC)c1	i	i	-30	0.1	1047	-34%	0.45	-0.21	0.089	0.29	i	8	2.8	1.8	7.7	6	30	8%
CC1(C)CC(=O)C(CC2CCCCC2=O)C(=O)C1 (stereo unspecified)	i	nt	nt	-0.9	1331	8%	0.028	-0.19	-0.095	-0.051	i	60	nt	nt	nt	nt	nt	-3%
COc1ccc(N(CC(=O)NCc2ccncc2)S(=O)(=O)c2ccc(C)c([N+](=O)[O-])c2)cc1	i	nt	nt	-0.8	1209	7%	0.39	-0.11	0.64	0.048	i	59	nt	nt	nt	nt	nt	5%
O=[N+]([O-])c1ccc2c(c1)S(=O)c1ccccc1-2 (stereo unspecified)	i	nt	nt	0.5	1251	5%	0.37	-0.28	-0.24	0.84	i	16	nt	nt	nt	nt	nt	0%
COc1ccc(N2CCN(c3nc(NC(C)(C)C)nc(N4CCCCC4)n3)CC2)cc1	i	i	-5	nt	nt	-6%	-0.26	-0.25	-0.16	0.36	i	28	2.6	1.9	2.4	39	10	-2%
Cc1ccc(S(=O)(=O)N(C)CC(O)Cn2c3ccccc3c3ccccc32)cc1 (stereo unspecified)	i	i	-4	-1.5	1061	-6%	-0.031	-0.25	0.21	-0.22	i	25	2.7	1.3	5.7	52	36	1%
CC1CCN(S(=O)(=O)c2cnc(Cl)c(Br)c2)CC1	i	i	-12	-2.4	529	-17%	-1.3	-0.17	-0.94	0.56	i	57	3.1	3.0	3.6	-26	-13	0%
CN(C)CCOc1ncnc2c1oc1ccccc12	i	i	2	-0.3	1135	-5%	-0.8	-0.27	-0.61	1.4	i	17	3.0	2.1	5.7	41	-5	-4%
CCN1CCN(C(=O)Cn2ncc3ccsc3c2=O)CC1	i	nt	nt	-3.4	1293	-7%	0.88	-0.048	0.73	-1	i	50	2.2	2.4	6.4	8	-5	5%
COC(=O)c1c(Cc2ccccc2Cl)c[nH]c1C	i	i	26	-3.0	545	0%	1.9	0.013	2.4	-1.9	i	58	2.2	1.6	3.2	22	-1	-8%
CCOC(=O)C1=C(C)Nc2nc(=S)[nH]n2C1c1ccc(Cl)cc1 (stereo unspecified)	nt	i	-10	-1.2	1369	3%	-0.56	-0.2	-0.99	-0.31	nt	nt	2.1	2.1	10	-4	-1	8%
COc1cc(C(=O)Nc2nnc(C)s2)c([N+](=O)[O-])cc1OC	i	nt	nt	-2.1	1150	3%	-0.41	-0.26	-0.24	0.8	i	28	nt	nt	nt	nt	nt	2%
CCn1c(=O)n(CC)c2cc(S(=O)(=O)Nc3cc(C)cc(C)c3C#N)ccc21	i	i	7	-2.7	1210	28%	1.7	-0.14	1	-1.1	i	51	0.9	0.8	6.2	nt	nt	12%
O=C(N/N=C/c1ccc(O)cc1)c1cccc(N/N=C/c2ccc(O)cc2)c1	i	nt	nt	-5.6	1191	3%	-0.31	0.022	-0.1	-0.17	i	12	nt	nt	nt	nt	nt	8%
Cc1nn(-c2ccccc2)c(N2CCCC2)c1/C=C1\N=C(c2ccccc2)OC1=O	i	i	8	-0.9	998	2%	-1.4	-0.043	-0.83	0.53	i	61	1.9	3.5	7.7	0	-8	3%
COC(=O)c1sc(N)c(C(=O)OC)c1COC(=O)CCNS(=O)(=O)c1ccc(C)cc1	i	i	-3	-4.9	632	3%	-0.84	0.094	-0.68	0.6	i	6	2.4	2.3	7.5	-10	-9	4%
CCOC(=O)C1=C(O)C(=O)N(CCCn2ccnc2)C1c1ccc(C)cc1 (stereo unspecified)	i	i	-13	0.8	1521	12%	-0.99	-0.37	-0.56	1.1	i	18	5.3	2.6	6.3	-7	-19	5%
O=C(COc1ccc(C(=O)NCCc2ccccc2)cc1)Nc1ccccc1	i	i	-1	-1.3	1089	-2%	-0.75	-0.33	-0.65	1	i	50	6.4	2.4	11	-8	-2	4%
CC1CCC2C(C1)c1sc(=O)[nH]c1SC2(C)C (stereo unspecified)	i	i	8	-0.2	1070	0%	0.045	0.6	0.51	1.5	i	53	3.0	2.7	8.8	32	-6	2%
Cc1ccc(C(=O)C(OC(=O)COc2ccccc2C)c2ccccc2)cc1 (stereo unspecified)	i	i	1	-0.7	1414	-7%	-0.0026	-0.17	-0.19	0.35	i	19	2.5	1.2	5.3	6	-9	-6%
CC(=O)NCc1ccc(S(=O)(=O)NC(C(=O)O)C(C)C)cc1 (stereo unspecified)	i	i	-1	-4.3	1095	-4%	-0.081	-0.089	-0.3	-0.2	i	12	3.0	2.9	11	-2	12	4%
Cc1ccc(C(C(=O)NC2CCCC2)N(Cc2cccs2)C(=O)c2csnn2)o1 (stereo unspecified)	i	i	4	nt	nt	-5%	-0.58	-0.22	-0.75	-0.27	i	23	3.3	1.8	5.5	-14	9	7%
CC1CCCC(NC(=S)Nc2ccc(SC(F)F)cc2)C1C (stereo unspecified)	i	i	7	-1.5	1041	-9%	0.31	0.48	0.58	-0.17	i	1	2.0	1.8	8.3	57	28	8%
Nc1cc(Cl)ccc1N1CCCC1	i	i	3	-2.9	1053	25%	0.51	-0.18	0.31	0.17	i	35	3.2	2.4	8.5	19	-11	4%
Cc1cc(-c2nn(-c3ccccc3F)cc2CN2CCCC(C(N)=O)C2)c(C)s1 (stereo unspecified)	i	i	13	-2.1	1079	-4%	-1	-0.33	-0.56	1.6	i	23	3.4	1.2	6.1	-3	-6	5%
Cc1ccccc1C(=O)N1CCN(c2ccc([N+](=O)[O-])c(N3CCOCC3)c2)CC1	nt	i	2	0.1	1304	6%	0.59	0.31	0.15	0.16	i	42	2.0	1.4	3.2	-8	-2	-9%
CCOC(=O)C1=NNC2C(=O)N(C3CCCCC3)C(=O)C12 (stereo unspecified)	i	i	-2	-1.0	795	-6%	-0.19	-0.2	0.025	-1.3	i	57	2.9	1.1	3.0	-15	0	-6%
Cc1ccc(-n2nc(-c3ccccc3)cc2Nc2ccccc2N)cc1	i	i	-7	0.9	1140	-3%	0.15	-0.15	0.25	0.5	i	29	3.6	3.5	14	40	34	4%
C/C(=N\NC(=O)c1cccc([N+](=O)[O-])c1)c1cccc(NC(=O)C2CC2)c1	i	i	5	0.0	965	13%	0.82	-0.11	0.45	0.62	i	52	2.3	2.0	7.2	-10	-3	7%
CNC(=O)COC(=O)c1cc(SC)ccc1Cl	i	+	-12*	-6.6	1134	3%	1.7	-0.12	1.2	-1.5	i	58	4.4	2.9	9.7	-10	-3	1%
